# SENP6 block: blocks the human protease SENP6. inhibition, % at 10 µM. Recombinant SENP6 catalytic domain, aminoluciferin luminescence. AID 2599. 330,000 compounds, 1.8% hits;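 active = inhibition above about 50% at the single tested dose, limit read from the data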;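 also: plate controls were DMSO wells with enzyme for no effect and DMSO wells lacking enzyme for full effect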
# Target sequence (Q9GZR1 628-1112 limits assumed): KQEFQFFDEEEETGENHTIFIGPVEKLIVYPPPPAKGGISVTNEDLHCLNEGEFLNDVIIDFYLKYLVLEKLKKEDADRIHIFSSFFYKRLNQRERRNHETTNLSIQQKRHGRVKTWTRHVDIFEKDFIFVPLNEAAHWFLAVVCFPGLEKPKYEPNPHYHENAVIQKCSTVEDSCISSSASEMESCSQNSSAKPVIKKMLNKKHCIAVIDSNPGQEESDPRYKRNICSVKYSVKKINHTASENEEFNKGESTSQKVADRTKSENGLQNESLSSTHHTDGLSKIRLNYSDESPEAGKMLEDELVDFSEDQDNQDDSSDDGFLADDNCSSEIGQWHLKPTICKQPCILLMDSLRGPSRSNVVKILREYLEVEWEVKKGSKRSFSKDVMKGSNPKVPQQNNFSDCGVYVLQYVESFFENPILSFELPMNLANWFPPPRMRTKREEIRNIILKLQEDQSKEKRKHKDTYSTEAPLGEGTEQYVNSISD
# MPTP block: blocks calcium-induced mitochondrial swelling | inhibition, % at 10 µM | 360,000 compounds, 1.4% hits | isolated mouse mitochondria, Ca2+ swelling absorbance, 30 min | AID 602449;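 active = inhibition of 50% or more, scaled per plate between neutral and stimulator controls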;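 also: 0% = DMSO wells given calcium and 100% = 1 mM EGTA wells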
# PfGluPho inh: PfG6PD (Plasmodium falciparum) enzyme inhibition. PfGluPho enzyme, NADPH resazurin-diaphorase fluorescence. 350,000 compounds, 0.78% hits. AID 504690. inhibition, % at 20 µM;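 active = inhibition reaching at least a set limit at 20 µM in the primary screen, cut at about 59% in these data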;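 also: 0% = DMSO wells with substrate and 100% = DMSO wells lacking glucose-6-phosphate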
# ATG4B inhibitor: ATG4B (human) cysteine protease inhibition; Q9Y4P1; ATG4B cleavage of LC3-PLA2, NBD-HPC fluorescence, 1 h; inhibition, % at 8.33 µM; 340,000 compounds, 0.51% hits; AID 504462; in the data active = inhibition above about 40%
# Target sequence (Q9Y4P1 whole entry, looked up): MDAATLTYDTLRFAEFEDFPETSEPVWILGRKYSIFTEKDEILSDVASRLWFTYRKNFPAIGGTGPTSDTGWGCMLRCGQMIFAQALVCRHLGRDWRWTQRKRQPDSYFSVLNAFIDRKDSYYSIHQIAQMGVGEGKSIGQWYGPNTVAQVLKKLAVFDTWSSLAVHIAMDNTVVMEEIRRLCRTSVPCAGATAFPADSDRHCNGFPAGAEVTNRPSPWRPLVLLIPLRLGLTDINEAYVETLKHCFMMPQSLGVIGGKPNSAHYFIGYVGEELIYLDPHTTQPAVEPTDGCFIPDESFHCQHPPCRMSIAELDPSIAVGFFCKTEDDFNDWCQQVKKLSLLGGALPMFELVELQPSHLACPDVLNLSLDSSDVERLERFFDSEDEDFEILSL
# HKDC1 inhibitor: inhibitors of human hexokinase HKDC1; Q2TB90; recombinant HKDC1, G6PDH/diaphorase resazurin coupled fluorescence; inhibition, % at 20 µM; 340,000 compounds, 0.16% hits;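 active = inhibition above about 35% when tested at 20 µM, limit read from the data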;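 also: plate controls were DMSO wells with enzyme for no effect and DMSO wells lacking enzyme for full effect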
#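 Test system: HK5 enzyme. Quantity: 5 µg/mL HK5 final. Reagent: glucose and ATP substrates. Schedule: 90 min reaction incubation at room temperature, dark. Technique: resazurin-to-resorufin fluorescence via G6PDH and diaphorase coupling, 525/613 nm. Control set: DMSO wells with and without enzyme mix.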
# SENP8 block: blocks human SENP8 cleavage of Nedd8 substrate. AID 602440. 360,000 compounds, 0.64% hits. recombinant SENP8, Nedd8 substrate fluorescence. inhibition, % at 20 µM; in the data active = inhibition mostly above about 40%, no sharp cut-off; inactive = mostly below about 27%
# Target sequence (Q96LD8 whole entry, looked up): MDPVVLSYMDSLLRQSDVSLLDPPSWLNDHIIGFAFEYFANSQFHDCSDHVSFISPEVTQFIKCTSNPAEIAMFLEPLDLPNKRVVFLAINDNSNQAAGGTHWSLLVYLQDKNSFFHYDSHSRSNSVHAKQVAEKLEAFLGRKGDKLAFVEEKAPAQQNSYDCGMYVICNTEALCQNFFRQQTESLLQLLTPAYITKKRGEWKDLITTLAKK
# SENP7 block: inhibitors of human SENP7 protease. recombinant SENP7, Z-RLRGG-aminoluciferin luminescence, 40 min. Q9BQF6. 330,000 compounds, 1.5% hits. inhibition, % at 5 µM;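 active = inhibition above about 50% at the single test dose, limit read from the data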;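 also: plate controls were DMSO with enzyme for no effect and no enzyme buffer wells for full effect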
# GRIN3A LBD mod: NR3A (human) ligand-binding domain modulation. NR3A LBD differential scanning fluorimetry, Tm shift; 0% = protein alone, 100% = glycine-bound protein. Tm shift relative to glycine control, % at 25 µM. 340,000 compounds, 2.5% hits;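 active = melting temperature shift of at least 10% of the positive control shift, at one fixed dose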
# * hit, by the source's call; . = no result given.
1: Cc1ccc(C(=O)N[C@H](C(=O)OCC(=O)NC2CCS(=O)(=O)C2)C(C)C)cc1 (stereo partly specified)
2: COc1ccc(/C=N/NC(=O)c2nc(-c3ccccc3)n(-c3ccccc3)n2)cc1OC
3: CN(c1ccc(OCC(=O)OCC(=O)NC2CCCC2)cc1)S(=O)(=O)c1ccc2ccccc2c1
4: Cc1csc2nc(CSc3nc4ccccc4o3)cn12
5: CCCCOP(=O)(c1ccc(N(C)C)cc1)C(O)c1c(Cl)cccc1Cl (stereo unspecified)
6: O=C1CSC(=S)N1N=Cc1ccccc1O
7: COc1cccc(C(=O)NCCSc2ccc(F)cc2)c1
8: Cc1csc(NC(=O)CSc2nc3ccccc3c(=O)[nH]2)n1
assay / entry,1,2,3,4,5,6,7,8
SENP6 block,-2,4,-12,9,-13,.,-11,-10
MPTP block,-0.7,0.9,0.1,-1.0,1.0,-1.6,-0.6,0.3
PfGluPho inh,-3,26,-17,5,-3,47,11,-4
ATG4B inhibitor,36,1,-6,-5,-4,-2,5,-3
HKDC1 inhibitor,-7,-2,13,5,-3,-42,-5,2
SENP8 block,12,-130,10,17,14,-21,-5,1
SENP7 block,-1,-5,-12,-1,-1,.,-4,9
GRIN3A LBD mod,0,-7,1,-2,-3,2,-1,3

9: COCCNc1nc2ccccc2n2cnnc12
10: COc1ccc2c(c1OC)C(=O)N(c1nccs1)C2
11: CC1CCCC(NC(=O)C2CCN(S(=O)(=O)N3CCCCCC3)CC2)C1C (stereo unspecified)
12: COc1ccc([N+](=O)[O-])cc1NC(=O)CC(c1ccccc1)c1ccccc1
13: O=C(NCCc1ccccc1)C1CCCN(c2nc3ccccc3s2)C1 (stereo unspecified)
14: CCCOc1ccc(C(=O)NCCCn2ccnc2)cc1
15: CCCCC(=O)NCc1ccc2c(c1)cc(C)n2C
16: CN(c1ccc(F)cc1)S(=O)(=O)c1ccc(Cl)c(C(=O)NC2(C)CCS(=O)(=O)C2)c1 (stereo unspecified)
assay / entry,9,10,11,12,13,14,15,16
SENP6 block,-24,-50,-29,-26,-13,-5,7,-17
MPTP block,-0.5,-0.7,2.0,3.1,-0.7,-0.9,3.9,-1.8
PfGluPho inh,16,4,-4,6,18,-2,-3,-5
ATG4B inhibitor,-7,-1,7,-3,5,-6,-4,0
HKDC1 inhibitor,5,-2,-12,-9,-2,5,-5,-3
SENP8 block,13,-101,6,14,4,19,-28,14
SENP7 block,5,-8,-6,0,4,-3,5,0
GRIN3A LBD mod,1,0,0,2,-1,4,0,2

17: CC(C)C/C=C1\CCc2c([nH]c3ccccc23)C1=O
18: CCC1(CC)SC(N)=NC1=O
19: CCCCNC(=O)c1cc2n(n1)C(C(F)(F)F)CC(c1ccccc1)N2 (stereo unspecified)
20: CCOC(=O)c1c(C)[nH]c(C)c1C(=O)COC(=O)c1cccc(S(=O)(=O)N(CC)CC)c1
21: Cc1cc(C)n2cc(CSc3nnc(-c4ccccc4)c(-c4ccccc4)n3)nc2n1
22: Cc1cc(C)c(C)c(S(=O)(=O)N[C@@H](C)C(=O)OCc2cc(=O)n3cc(Br)ccc3n2)c1C
23: O=C(COc1ccc(Cl)cc1)NNC(=O)C(=O)NC1CCCCC1
24: CCOC(=O)c1c(NC(=O)CCNCc2ccco2)sc2c1CCC2
assay / entry,17,18,19,20,21,22,23,24
SENP6 block,-37,.,9,-20,.,-5,17,6
MPTP block,-1.7,-0.4,-1.0,1.0,7.4,3.6,-1.2,.
PfGluPho inh,2,4,12,23,29,-3,-37,6
ATG4B inhibitor,0,2,1,-17,-2,-15,8,2
HKDC1 inhibitor,13,0,1,-4,38*,2,-18,-3
SENP8 block,-280,-2,12,14,4,-158,5,.
SENP7 block,9,.,11,6,.,5,5,1
GRIN3A LBD mod,0,-1,1,6,0,-1,-2,-2

# Gathered by group, the entries above with fluorine
7: COc1cccc(C(=O)NCCSc2ccc(F)cc2)c1
16: CN(c1ccc(F)cc1)S(=O)(=O)c1ccc(Cl)c(C(=O)NC2(C)CCS(=O)(=O)C2)c1 (stereo unspecified)
19: CCCCNC(=O)c1cc2n(n1)C(C(F)(F)F)CC(c1ccccc1)N2 (stereo unspecified)
assay / entry,7,16,19
SENP6 block,-11,-17,9
MPTP block,-0.6,-1.8,-1.0
PfGluPho inh,11,-5,12
ATG4B inhibitor,5,0,1
HKDC1 inhibitor,-5,-3,1
SENP8 block,-5,14,12
SENP7 block,-4,0,11
GRIN3A LBD mod,-1,2,1

# Next part:
25: CCOc1ccc(CN(CC)C(=O)Cc2c[nH]c3ccccc23)cc1OC
26: CC(C)(C)c1ccc(OCCC(=O)NNC(=O)c2ccncc2)cc1
27: Cc1ccc(Cn2cccc(NS(C)(=O)=O)c2=O)cc1
28: CC(c1nccs1)N(C)C(=O)c1ccc(OC2CCN(CCc3ccccc3)CC2)cc1 (stereo unspecified)
29: Cc1c(CN2CCN(C)C(CCO)C2)[nH]c2c(Cl)cccc12 (stereo unspecified)
30: Cc1cc(NC(=O)CN2CCCC(C)C2)no1 (stereo unspecified)
31: O=C(Nc1ccc2c(c1)OCO2)c1cnn2cccnc12
32: O=C(COc1ccc(S(=O)(=O)N2CCOCC2)cc1)NCCc1ccccc1
assay / entry,25,26,27,28,29,30,31,32
SENP6 block,6,-27,34,-9,7,-1,16,-9
MPTP block,-0.3,-0.4,-0.5,-0.3,3.8,1.7,-0.4,-1.0
PfGluPho inh,7,-6,12,-3,5,5,-5,4
ATG4B inhibitor,-7,2,-4,21,-1,-13,5,3
HKDC1 inhibitor,5,-4,-3,-7,4,-3,-2,-3
SENP8 block,17,9,31,4,16,17,0,20
SENP7 block,-3,-13,7,-5,-5,-2,-8,0
GRIN3A LBD mod,1,0,-2,7,0,0,-17,3

33: Cc1cccc(N(CC(=O)NC2CCCCC2)C(=O)CCCC(=O)Nc2ccccn2)c1C
34: Cc1ccc(C[n+]2cc(-c3ccc(Cl)cc3)n3c2CCC3)cc1
35: COc1ccc(CNS(=O)(=O)CCNC(=O)c2ccc3c(c2)OCO3)cc1
36: COc1ccc(/C=C2\SC(=O)N(CCC(=O)N3CCCCC3)C2=O)cc1OC
37: O=C1/C(=C\c2ccc(O)cc2)SC(=S)N1c1cccnc1
38: CC(=O)Nc1ccc(NC(=O)C(C)OC(=O)CNS(=O)(=O)/C=C/c2ccc(C)cc2)cc1 (stereo unspecified)
39: O=C1N(c2ccc(Cl)cc2)C(c2ccc(Cl)cc2)N2CCCN12 (stereo unspecified)
40: CCCCN(C(=O)C1=NN(c2ccccc2)C(=O)CC1)c1c(N)n(CC(C)C)c(=O)[nH]c1=O
assay / entry,33,34,35,36,37,38,39,40
SENP6 block,-17,4,-9,0,38,-14,-9,-7
MPTP block,-0.6,5.1,-1.0,-0.2,23,-0.3,0.3,-0.3
PfGluPho inh,2,7,-2,-15,-21,-3,3,3
ATG4B inhibitor,-1,-7,-10,-5,6,6,0,6
HKDC1 inhibitor,0,-5,-5,-1,8,-3,-9,-4
SENP8 block,9,1,2,-52,22,-5,2,-12
SENP7 block,0,3,13,-3,14,3,0,4
GRIN3A LBD mod,2,0,-1,-1,29*,-4,0,0

41: CC(C)CCNC(=O)CN(C(=O)Cn1nnc(-c2ccccc2F)n1)c1cccc2c1CCCC2
42: COc1ccc(-c2nc3ccccc3n2OCC(=O)O)cc1
43: Cc1cccc(-c2nc(CS(=O)CC(=O)NC(C)CCc3ccccc3)c(C)o2)c1 (stereo unspecified)
44: O=C(COc1cccc2cccnc12)Nc1ccccc1N1CCOCC1
45: Cc1nc2ccc(S(=O)(=O)NC(C(=O)N3CCCCCC3)C(C)C)cc2s1 (stereo unspecified)
46: CCn1ncc(CN2CCC(Oc3ccc(C(=O)N4CCCC4)cc3)CC2)c1C
47: CCOC(=O)c1c(NC(=O)C2C3C=CC(C3)C2C(=O)O)sc2c1CCC(C)C2 (stereo unspecified)
48: COc1ccccc1CNC(=O)c1ccc(S(=O)(=O)N(C)c2ccccc2)cc1
assay / entry,41,42,43,44,45,46,47,48
SENP6 block,4,11,-3,-4,3,5,3,-18
MPTP block,14,-2.8,-1.1,0.1,-1.7,1.4,4.2,-0.2
PfGluPho inh,-1,21,-16,-4,11,1,-28,26
ATG4B inhibitor,34,4,2,-7,-7,-9,7,1
HKDC1 inhibitor,2,13,0,0,-3,-1,18,-1
SENP8 block,19,2,18,-5,12,2,-373,8
SENP7 block,1,-2,-13,1,5,-2,5,6
GRIN3A LBD mod,1,0,2,-7,-1,-2,-1,4

# A second format for some results above:
nr	structure	SENP6 block	MPTP block	PfGluPho inh	ATG4B inhibitor	HKDC1 inhibitor	SENP8 block	SENP7 block	GRIN3A LBD mod
44	O=C(COc1cccc2cccnc12)Nc1ccccc1N1CCOCC1	-4	0.1	-4	-7	0	-5	1	-7
45	Cc1nc2ccc(S(=O)(=O)NC(C(=O)N3CCCCCC3)C(C)C)cc2s1 (stereo unspecified)	3	-1.7	11	-7	-3	12	5	-1

# More records follow.
49: O=C(Nc1ccccc1)N1CCc2c([nH]c3ccccc23)C1C(F)(F)F (stereo unspecified)
50: COc1ccccc1C(CNc1ncccc1[N+](=O)[O-])N(C)C (stereo unspecified)
51: O=C(NC1CCCC1)C(c1ccsc1)N(Cc1ccccc1)C(=O)Cc1cccs1 (stereo unspecified)
52: Cc1ccc(S(=O)(=O)Nc2ccc(C(OC(=O)c3ccccc3[N+](=O)[O-])(C(F)(F)F)C(F)(F)F)cc2)cc1
53: COc1cccc(/C=N/NC(=O)c2ccoc2C)c1
54: CCOC(=O)Cc1csc(NS(=O)(=O)c2ccc(OC)cc2)n1
55: NC(=O)/C=C\c1cn(-c2ccccc2)nc1-c1ccc2c(c1)OCCO2
56: O=C(O)CC/C(=N\Nc1ccc(S(=O)(=O)N2CCOCC2)cc1[N+](=O)[O-])c1cccs1
assay / entry,49,50,51,52,53,54,55,56
SENP6 block,16,18,-18,-5,91*,12,6,-1
MPTP block,12,2.2,0.2,13,0.8,-0.1,-2.0,8.1
PfGluPho inh,2,0,3,8,-6,2,1,-15
ATG4B inhibitor,-11,1,-1,30,3,-5,-18,2
HKDC1 inhibitor,4,-3,4,1,1,-12,-5,-8
SENP8 block,6,3,8,11,12,-6,-272,35
SENP7 block,5,9,-9,3,88*,-5,3,1
GRIN3A LBD mod,-6,-1,1,4,0,-1,-20,1

# By substructure: the entries above containing a furan ring, fused or not.
24: CCOC(=O)c1c(NC(=O)CCNCc2ccco2)sc2c1CCC2
53: COc1cccc(/C=N/NC(=O)c2ccoc2C)c1
assay / entry,24,53
SENP6 block,6,91*
MPTP block,.,0.8
PfGluPho inh,6,-6
ATG4B inhibitor,2,3
HKDC1 inhibitor,-3,1
SENP8 block,.,12
SENP7 block,1,88*
GRIN3A LBD mod,-2,0

# Next section:
57: O=C(O)Cn1c(=O)c(F)cn(C2CCCO2)c1=O (stereo unspecified)
58: O=C(OCC(=O)N1CCOCC1)c1ccc(F)cc1Cl
59: O=[N+]([O-])c1ccc(N2CCN(c3ccccc3F)CC2)c(S(=O)(=O)N2CCOCC2)c1
60: COc1ccc(C(C(=O)NC2CCCC2)N(CCO)C(=O)Cn2nnc(-c3ccc(C)o3)n2)cc1 (stereo unspecified)
61: COC(=O)C1=C(C)NC(C)=C(C(=O)OC)C1c1ccc(C)o1
62: Cc1c(Cl)cccc1-c1ccc(CNCc2ccccn2)o1
63: COc1ccc(C2C(C(=O)N3CCN(c4ccccn4)CC3)CCC(=O)N2c2cc(OC)c(OC)c(OC)c2)cc1 (stereo unspecified)
64: ClCCCc1cn(C[C@H]2CC[C@@H]([C@@H]3CC[C@H](Cn4cc(CCCCl)nn4)O3)O2)nn1
assay / entry,57,58,59,60,61,62,63,64
SENP6 block,2,-27,3,14,6,28,1,-10
MPTP block,1.0,-0.8,0.0,-0.6,1.2,-0.5,1.8,-0.2
PfGluPho inh,5,3,22,-13,-7,-10,11,-9
ATG4B inhibitor,-6,0,-5,2,-3,11,-9,10
HKDC1 inhibitor,-2,4,-4,-7,-5,4,2,-3
SENP8 block,2,15,9,11,-126,8,-18,6
SENP7 block,2,-10,-4,-5,3,-4,4,-10
GRIN3A LBD mod,-2,0,-1,1,1,-1,-2,-2

# Source: PubChem (Sanford-Burnham Center for Chemical Genomics)
